ATXN2 expr inh: reduces ATXN2 reporter expression in HEK-293 cells; Potency, µM (doses to about 57 µM), without a hit: at the top dose activity change, negative = inhibition, hits mostly inhibitors; AID 1745845; hit rate 0.72% among 360,000; HEK-293 ATXN2-luciferase reporter, luminescence, 24 h; note: % is set by controls: 0 for no effect and ±100 for the full control effect; nearly all actives have a fitted effect of over 55% in size
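qHTS (up to 57 uM final) was run with 24 h compound exposure of reporter cells at 37 °C. Each well was multiplexed: SteadyGlo luminescence measured ATXN2-luciferase expression after a fluorogenic Gly-Phe-AFC viability readout (25 uM final).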
ATXN viability: viability counter-screen for ATXN expression inhibitors. hit rate 0.49% among 400,000. S2 cells (HEK-293 line with an ATXN2-luciferase reporter) viability, CellTiter-Fluor protease fluorescence, 24 h. Potency, µM (doses to about 56.7 µM), hits mostly cytotoxic; note: nearly all actives have a fitted effect of over 40% in size
MCF10A rerep: inducers of DNA re-replication in MCF 10A breast cells; MCF 10A DNA re-replication, Hoechst nuclear intensity, 48 h; Potency, µM (series often up to 46.1 µM), inactives show at the highest dose activity, positive = re-replication, actives largely listed as activators; hit rate 2.9% among 350,000; AID 624296; note: % of control where 0% means no effect; nearly all actives have a fitted effect of over 50% in size
Nrf2 block: blocks Nrf2 signaling; hit rate 2.1% among 360,000; A549 ARE-Fluc reporter, luciferase luminescence, 18-24 h; Potency, µM (highest dose often 46 µM), without a hit: at the highest dose activity change, negative = inhibition, most hits filed as inhibitors; note: % is set by controls: 0 for no effect and ±100 for the full control effect; nearly all actives have a fitted effect of over 60% in size
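A549 ARE_Fluc cells (5000/well, 5% FBS OPTI-MEM) pre-incubated 2 h, then treated with compounds 18-24 h at 37C/5% CO2 in concentration-response. CellTiter-Fluor viability read first; BugLite luciferase luminescence after 15 min at room temperature gives Nrf2 activity.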
A549 viability: kills or reduces viability of A549 cells in Nrf2 counter-screen; A549 ARE-Fluc cells, CellTiter-Fluor viability, 18-24 h; Potency, µM (top dose mostly 46 µM), for the others: at the top dose activity change, negative = cytotoxicity, usual class: inhibitors; hit rate 0.16% among 390,000; AID 504648; note: % is set by controls: 0 for no effect and ±100 for the full control effect
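Cytotoxicity counterscreen: CellTiter-Fluor fluorescence was measured in A549 ARE_Fluc cells after 18-24 h of compound exposure in a concentration series. The subsequent BugLite luminescent read reports ARE-luciferase activity.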
EPAC2 antagonist: blocks human EPAC2 exchange factor; Q8WZA2; EPAC2 GEF exchange of Rap1B-BODIPY-GDP, fluorescence; Potency, µM (series often up to 114 µM), for the others: at the top dose activity, negative = inhibition, hits mostly inhibitors; hit rate 0.18% among 360,000; AID 720708; note: % is set by controls: 0 for no effect and ±100 for the full control effect; nearly all actives have a fitted effect of over 45% in size; many of its hits are not listed in these tables
Target sequence (Q8WZA2 whole entry, looked up): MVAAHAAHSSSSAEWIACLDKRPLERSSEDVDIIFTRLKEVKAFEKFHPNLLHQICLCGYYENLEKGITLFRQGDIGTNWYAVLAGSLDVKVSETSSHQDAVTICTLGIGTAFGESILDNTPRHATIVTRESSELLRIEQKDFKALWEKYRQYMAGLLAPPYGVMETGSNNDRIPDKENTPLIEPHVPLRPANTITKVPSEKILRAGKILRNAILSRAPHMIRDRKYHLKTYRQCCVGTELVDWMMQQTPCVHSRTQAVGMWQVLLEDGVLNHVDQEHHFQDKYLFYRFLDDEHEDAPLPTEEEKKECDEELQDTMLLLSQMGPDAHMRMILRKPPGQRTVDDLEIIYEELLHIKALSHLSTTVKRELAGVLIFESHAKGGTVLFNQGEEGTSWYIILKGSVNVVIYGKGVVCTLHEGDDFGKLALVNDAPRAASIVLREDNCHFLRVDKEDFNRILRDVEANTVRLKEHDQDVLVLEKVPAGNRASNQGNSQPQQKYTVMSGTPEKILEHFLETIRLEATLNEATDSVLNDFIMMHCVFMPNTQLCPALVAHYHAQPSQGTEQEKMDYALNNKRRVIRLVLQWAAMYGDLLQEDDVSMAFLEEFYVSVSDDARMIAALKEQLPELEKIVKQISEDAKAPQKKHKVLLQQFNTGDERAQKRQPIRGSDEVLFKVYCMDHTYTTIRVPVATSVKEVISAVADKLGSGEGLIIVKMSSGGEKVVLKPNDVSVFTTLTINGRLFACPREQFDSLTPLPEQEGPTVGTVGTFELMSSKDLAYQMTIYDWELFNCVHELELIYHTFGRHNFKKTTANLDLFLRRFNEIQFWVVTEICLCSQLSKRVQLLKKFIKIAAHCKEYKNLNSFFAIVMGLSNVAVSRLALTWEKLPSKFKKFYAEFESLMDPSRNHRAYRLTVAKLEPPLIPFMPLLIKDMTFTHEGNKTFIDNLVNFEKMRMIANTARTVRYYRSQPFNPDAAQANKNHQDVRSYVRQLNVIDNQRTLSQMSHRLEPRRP
HepG2 viability: kills HepG2 cells in TGF-b inhibitor counter-screen. HepG2 CAGA-GFP viability, ATP luminescence, 18 h. Potency, µM (series often up to 46.1 µM), without a hit: at the top dose activity change, negative = cytotoxicity, hits mostly cytotoxic. hit rate 0.76% among 410,000. AID 588856; note: some results filed as inactive show a strong effect at the top dose
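CellTiter-Glo luminescence gave cytotoxicity after 18 hours at 37 degrees C. The cells were HepG2 CAGA-GFP in 1% FBS DMEM, stimulated with 500 pg/mL TGF-beta after compound addition. %Activity was normalised to no-cell wells (complete cell-killing) and DMSO (no toxicity), and curves were fitted and classified.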
Nrf2 ARE act: activators of Nrf2 (ARE) signaling | AID 624171 | AREc32 ARE-luciferase reporter (MCF7-derived line), luminescence, 24 h | Potency, µM (titrated, usually from 46.1 µM), for the others: at the highest dose activation, most hits filed as activators | hit rate 0.31% among 410,000; note: % of control where 0% means no effect; nearly all actives have a fitted effect of over 65% in size
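Nrf2 activation is followed as ARE-luciferase induction in the AREc32 line after one day of compound treatment; luminescence is read with Steady-Glo.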
TGFb inhibitor: inhibitors of TGF-b signaling | HepG2 CAGA-GFP TGF-b/SMAD3 reporter, GFP fluorescence, 18 h; TGF-beta stimulated, 500 pg/mL final | Potency, µM (titrated, usually from 46.1 µM), without a hit: top-dose activity, negative = inhibition, actives largely listed as inhibitors | hit rate 1.2% among 410,000 | AID 588855; note: % is set by controls: 0 for no effect and ±100 for the full control effect; nearly all actives have a fitted effect of over 65% in size
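TGF-beta reporter screen: HEPG2 CAGA-GFP, 1% FBS, 500 pg/mL TGF-beta final, 18 h; per-cell GFP summed per well; curves fitted and categorized by class.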
* = called active by the depositor; i = inactive; ? = inconclusive; nt = not tested or not shown; [ ] = remark or other dose. Calls come from the whole dose curve; as a rule, active = well fitted curve in the direction sought with a large enough effect; inconclusive = small, poorly fitted or top-dose-only effect, or another doubt; inactive = no such curve, though single readings can be large; an effect the other way counts as inactive or inconclusive. Potency is the fitted concentration of half-maximal effect. An excerpt; count on the stated rates, not on these rows.

Molecule	ATXN2 expr inh	ATXN viability	MCF10A rerep	Nrf2 block	A549 viability	EPAC2 antagonist	HepG2 viability	Nrf2 ARE act	TGFb inhibitor
COc1ccc2cc(C(=O)NCCc3ccccc3)[nH]c2c1	24.1%	i	0.8%	15.0%	-0.2%	3.5%	1.0%	0.6%	7.0%
Cc1ccc(Cl)cc1-n1ncc2c(N3CCC(C(N)=O)CC3)ncnc21	-9.8%	i	nt	nt	-4.2%	nt	-29.0%	0.4%	-22.7%
CC(C)Cc1nnc(NC(=O)CCC(=O)N2CCN(Cc3ccc(F)cc3)CC2)s1	-17.6%	i	-0.1%	?	-5.0%	3.4%	-8.9%	-2.2%	-8.6%
COc1nc(/C=C/N(C)C)c([N+](=O)[O-])c(OC)n1	nt	?	6.51µM*	1.4%	5.2%	-23.7%	-6.8%	-1.0%	-14.0%
Clc1ccc(CSc2nnc(CNc3cccc(Cl)c3)o2)cc1	-19.1%	i	-0.9%	-17.5%	7.1%	-1.2%	-45.3%	0.0%	?
CCC/C=C1\CCCOC(C(=O)NCc2ccccc2)(C(F)(F)F)C1 (configuration not stated)	nt	nt	nt	0.5%	3.2%	nt	-17.7%	nt	-21.7%
O=C(CNCc1ccccn1)Nc1cc(S(=O)(=O)N2CCCCC2)ccc1Cl	-7.8%[11.3 µM]	i	1.5%	?	-4.3%	3.7%	-21.2%	-1.6%	?
Cc1csc(NC(=O)CS(=O)(=O)c2ccccc2)n1	-23.5%[2.22 µM]	i	-30.7%[inhibitor]	?	0.2%	-1.1%	3.7%	4.2%	-7.8%
CCOC(=O)c1c(NC(=O)CSc2cn(CC)c3ccccc23)sc2c1CCC2	-3.7%	i	16.5%	-16.2%	-4.7%	8.3%	1.6%	-0.8%	-2.0%
O=C(NCc1cccnc1)c1ccccc1CCc1ccccc1	nt	i	1.2%	0.5%	8.5%	-2.9%	-9.4%	-0.9%	-5.6%
Cn1cnc(S(=O)(=O)N2CCCCC2c2cc(C(=O)NCc3ccc(F)cc3)no2)c1 (configuration not stated)	-1.1%	i	nt	nt	nt	0.3%	-18.8%	3.0%	-8.8%
Cc1cccc(/N=C/c2c(C)[nH]n(-c3ccccc3)c2=O)n1	10.8%	i	-3.1%	11.2%	-4.3%	-5.2%	-15.2%	-1.0%	?
COc1ccc(/C=C/C(=O)Nc2c(C)nn(C)c2C)cc1COc1ccc(Cl)cc1Br	-8.4%	?	?	?	-19.5%	13.6%	-3.0%	-0.6%	19.4%
CCOC(=O)c1cc(-c2ccccc2)n(CC(=O)Nc2ccccc2OCC)c1C	nt	nt	nt	nt	2.1%	nt	-4.8%	-0.7%	1.0%
CCOC(=O)C1(CCC(C)C)CC(CSc2nc3ccccc3[nH]2)OC1=O (configuration not stated)	?	i	6.51µM*	-17.4%	0.4%	-19.2%	-7.1%	-0.3%	-9.7%
COc1ccc(N2C(=O)c3cccc4cccc(c34)C2=O)cc1	-2.0%	?	2.5%	4.1%	0.9%	5.5%	3.0%	22.5%	?
CC1=C(C(=O)Nc2ccccc2C(=O)NCc2ccccc2)SCCO1	-0.7%	i	-1.3%	12.9%	0.3%	-12.4%	-0.1%	0.2%	-8.1%
CCOC(=O)c1cnc(SC)nc1Sc1ccccc1	-3.0%	i	8.2%	nt	11.0%	4.5%	-3.8%	0.7%	0.8%
CCN(CC)CCNC(=O)c1ccc(NC(=O)C2CC(=O)N(c3ccc4c(c3)OCCO4)C2)cc1 (configuration not stated)	1.1%	?	4.2%	-3.3%	2.3%	-7.0%	-4.0%	-0.4%	-0.2%
COc1ccccc1S(=O)(=O)Cc1ccc(C(=O)N2CCCC2)o1	0.3%	i	21.9%	-9.1%	2.4%	-4.1%	-1.0%	-0.2%	0.0%

Compound profiles, from the list above. Values in the order: ATXN2 expr inh | ATXN viability | MCF10A rerep | Nrf2 block | A549 viability | EPAC2 antagonist | HepG2 viability | Nrf2 ARE act | TGFb inhibitor
`COc1ccc(N2C(=O)c3cccc4cccc(c34)C2=O)cc1` is listed with -2.0% | ? | 2.5% | 4.1% | 0.9% | 5.5% | 3.0% | 22.5% | ?
`CCOC(=O)c1c(NC(=O)CSc2cn(CC)c3ccccc23)sc2c1CCC2` is listed with -3.7% | i | 16.5% | -16.2% | -4.7% | 8.3% | 1.6% | -0.8% | -2.0%

Additional results:
Molecule	ATXN2 expr inh	ATXN viability	MCF10A rerep	Nrf2 block	A549 viability	EPAC2 antagonist	HepG2 viability	Nrf2 ARE act	TGFb inhibitor
Cc1ccc2nc(-c3cccc(Br)c3)cc(C(=O)Nn3cnnc3)c2c1	62.3%[activator]	i	4.3%	0.6%	-1.2%	-13.5%	1.1%	2.6%	18.0%
Cc1[nH]n(-c2ccccc2)c(=O)c1/C=N/NC(=O)COc1ccccc1[N+](=O)[O-]	?	i	?	-14.6%	-28.9%	6.6%	-33.6%	-1.1%	-20.6%
Cc1ccc(-c2nc(-c3cccnc3)sc2CC(=O)Nc2ccc(C)c(Cl)c2)cc1	-12.4%	?	5.7%	?	-12.8%	-0.2%	8.5%	0.0%	?
O=C(COc1cccc(Cl)c1)NNC(=S)Nc1ccccc1	1.2%	i	22.9%	8.3%	3.5%	-6.6%	1.3%	5.4%	-15.1%
O=C(NC1CC2CCCC(C1)N2Cc1ccccc1)C1CCCCC1 (configuration not stated)	nt	i	-3.9%	-3.4%	3.2%	5.6%	-4.4%	-0.7%	4.9%
CCOC(=O)C1=NN2C(O)C3(C)CC(C(=O)OCC)=NN3C(O)C2(C)C1 (configuration not stated)	nt	i	nt	nt	nt	9.4%	-14.9%	-1.1%	-4.2%
S=C(Nc1cccc(Cl)c1)Nc1cccc2cnccc12	-25.9%	i	?	?	1.9%	-3.0%	-32.7%	7.2%	-10.8%
Cc1ccccc1-n1nc(C)c2cc(C(=O)N3CCN(S(=O)(=O)c4ccccc4)CC3)sc21	12.2%	i	6.7%	-6.4%	1.7%	10.2%	-1.5%	-0.7%	14.2%
Cc1ccccc1S(=O)(=O)NC(=O)C1(C)CCN1C(=O)C1(c2ccc(Cl)cc2)CCC1 (configuration not stated)	-0.9%	i	nt	nt	nt	?	-21.1%	-0.7%	-1.2%
Cn1c(=O)c2c(ncn2CC(=O)Nc2nccs2)n(C)c1=O	-0.7%	i	-10.4%	3.9%	-0.7%	-0.7%	0.3%	-0.6%	-12.4%
Cc1nnc(-c2ccc(N3CCOCC3)c([N+](=O)[O-])c2)o1	nt	i	2.4%	0.9%	-2.8%	0.3%	-20.5%	0.6%	-0.6%
C[N+](C)(C)CC(=O)N/N=C/c1c2ccccc2cc2ccccc12	0.8%	i	18.4µM*	-11.7%	3.1%	3.5%	-0.7%	0.2%	-4.6%
CCOC(=O)Cn1c(=O)c2c(nc3n2CCCN3Cc2ccccc2)n(C)c1=O	-7.7%	i	-0.5%	-8.9%	-1.1%	3.7%	8.6%	-0.2%	0.0%
CN(CC(=O)O/N=C(\N)c1ccc([N+](=O)[O-])cc1)S(=O)(=O)c1ccc2ccccc2c1	-8.3%	i	4.4%	?	-1.5%[1.84 µM]	-2.4%	-64.1%	-0.8%	?
Cc1ccc(-c2nnc(SCC(=O)NCc3ccccc3)nc2-c2ccc(C)cc2)cc1	0.0%	?	nt	nt	-17.4%	nt	-6.5%	5.5%	149.1%[activator]
NC(=O)CSc1nnc(CNc2cccc(Cl)c2)n1CCc1ccccc1	-1.6%	i	0.7%	-17.4%	-1.3%	-2.4%	-13.5%	0.1%	-6.7%
Cc1cc(C)c(C)c(S(=O)(=O)N[C@@H](C)C(=O)OCC(=O)NC2CCCC(C)C2C)c1C (some centres not stated)	-10.7%	?	1.3%	-9.3%	0.1%	-21.4%	15.1%	0.1%	-4.2%
COc1ccc(Cl)cc1NC(=O)CN(C)C(=O)c1sccc1-c1ccccc1	nt	i	1.6%	-27.9%	-0.3%	-21.7%	-21.3%	13.7%	?
O=S(=O)(NCc1cc(-c2ccc(Cl)cc2)no1)c1ccc(Cl)cc1	2.3%	?	?	-7.6%	-6.3%	-3.1%	-90.4%	-0.1%	-27.2%
CC(=O)n1nc(-c2cccnc2)nc1NCc1ccc(F)cc1	-10.3%	i	nt	8.3%	1.0%	nt	-6.2%	-1.2%	10.1%
CC(c1nccs1)N(C)C(=O)CCc1nnc(-c2ccc(-c3ccccc3)cc2)o1 (configuration not stated)	nt	?	?	?	1.9%	-4.4%	-37.5%	8.3%	?
S=c1[nH]nc(COc2ccccc2)n1/N=C/c1ccco1	0.7%	i	0.0%	-6.8%	2.0%	4.8%	-12.4%	7.3%	-1.0%
CCCCC(=O)Nc1ccc(C(=O)NNC(=O)c2ccccc2Br)cc1	-4.2%	i	3.2%	?	6.4%	-5.7%	6.1%	0.2%	-13.0%
Cc1ccc(S(=O)(=O)N[C@@H](C)C(=O)OCC(=O)N2c3ccccc3NC(=O)C2(C)C)cc1	nt	i	0.6%	6.5%	-1.2%	-1.8%	-1.8%	-0.9%	20.6%
COc1cc(NC(=O)CN2CCN(CC(=O)Nc3ccc(F)cc3)CC2)cc(OC)c1	nt	nt	nt	nt	-7.1%	nt	-27.5%	1.4%	-12.4%
CC12c3ccccc3C(c3ccccc31)C1C(=O)N(Cc3cccnc3)C(=O)C12 (configuration not stated)	-5.7%	i	-7.9%	-24.8%	7.0%	0.7%	-18.1%	0.0%	-0.8%
COc1ccccc1CNC(=O)C1CC(c2ccc([N+](=O)[O-])cc2)=NO1 (configuration not stated)	43.0%[activator]	i	4.1%	5.4%	-2.3%	-6.4%	0.0%	2.9%	2.5%
CC(=O)c1ccc(C(=O)N2CCCC(CCC(=O)N(C)CCc3ccccn3)C2)s1 (configuration not stated)	-1.0%	i	-7.6%	-1.5%	-9.7%	-2.5%	9.0%	-0.1%	12.4%

Bioassay records (PubChem BioAssay)
